High-throughput results from PubChem.
Y pestis TopoI: blocks Yersinia pestis topoisomerase I activity | Y. pestis Topo-I cleavage product accumulation, plate reader | activity, % at 10 µM | hit rate 0.064% among 360,000; in the data active = activity above about 50%, passing the limit was not always enough; inconclusive = no clear call, values can overlap the other calls; also: inactives centre near 2
BoNT-A LC inh2: blocks Botulinum neurotoxin A light chain protease; multiplex microsphere protease substrate cleavage, flow cytometry; inhibition, % at 10 µM; hit rate 0.17% among 360,000; AID 588499; also: plate controls were buffer without enzyme for full effect and enzyme alone for no effect
CCHFV vOTU inh: CCHFV vOTU protease inhibition | Pep-AMC fluorescence | inhibition, % at 11.5 µM | AID 651958 | hit rate 0.55% among 370,000; in the data active = inhibition above about 30%; also: 0% = vehicle wells with enzyme and 100% = no enzyme wells
Anthrax LF inh2: anthrax lethal factor protease inhibition; P15917; multiplex microsphere protease cleavage assay, LF; inhibition, % at 10 µM; hit rate 0.12% among 360,000; also: plate controls were buffer without enzyme for full effect and enzyme alone for no effect
BoNT-F LC inh: blocks Botulinum neurotoxin F light chain protease; Multiplex microsphere protease cleavage assay, flow cytometry; inhibition, % at 10 µM; hit rate 0.22% among 360,000; in the data active = inhibition above about 35%, passing the limit was not always enough; inconclusive = no clear call, values can overlap the other calls; also: plate controls were buffer without enzyme for full effect and enzyme alone for no effect
FadD28 binding: M. tuberculosis FadD28 bisubstrate binding inhibition. AID 588549. FadD28 bisubstrate probe binding, fluorescence polarization. hit rate 0.22% among 360,000. inhibition, % at 12.5 µM; in the data active = inhibition above about 8.5%, passing the limit was not always enough; inconclusive = no clear call, values can overlap the other calls
TcdB GH inh: inhibitors of Clostridioides difficile toxin B glycohydrolase; hit rate 0.24% among 350,000; inhibition, % at 9.99 µM; TcdB glycohydrolase enzymatic assay, plate reader; P18177; in the data active = inhibition above about 10%
Target sequence (P18177 whole entry, looked up): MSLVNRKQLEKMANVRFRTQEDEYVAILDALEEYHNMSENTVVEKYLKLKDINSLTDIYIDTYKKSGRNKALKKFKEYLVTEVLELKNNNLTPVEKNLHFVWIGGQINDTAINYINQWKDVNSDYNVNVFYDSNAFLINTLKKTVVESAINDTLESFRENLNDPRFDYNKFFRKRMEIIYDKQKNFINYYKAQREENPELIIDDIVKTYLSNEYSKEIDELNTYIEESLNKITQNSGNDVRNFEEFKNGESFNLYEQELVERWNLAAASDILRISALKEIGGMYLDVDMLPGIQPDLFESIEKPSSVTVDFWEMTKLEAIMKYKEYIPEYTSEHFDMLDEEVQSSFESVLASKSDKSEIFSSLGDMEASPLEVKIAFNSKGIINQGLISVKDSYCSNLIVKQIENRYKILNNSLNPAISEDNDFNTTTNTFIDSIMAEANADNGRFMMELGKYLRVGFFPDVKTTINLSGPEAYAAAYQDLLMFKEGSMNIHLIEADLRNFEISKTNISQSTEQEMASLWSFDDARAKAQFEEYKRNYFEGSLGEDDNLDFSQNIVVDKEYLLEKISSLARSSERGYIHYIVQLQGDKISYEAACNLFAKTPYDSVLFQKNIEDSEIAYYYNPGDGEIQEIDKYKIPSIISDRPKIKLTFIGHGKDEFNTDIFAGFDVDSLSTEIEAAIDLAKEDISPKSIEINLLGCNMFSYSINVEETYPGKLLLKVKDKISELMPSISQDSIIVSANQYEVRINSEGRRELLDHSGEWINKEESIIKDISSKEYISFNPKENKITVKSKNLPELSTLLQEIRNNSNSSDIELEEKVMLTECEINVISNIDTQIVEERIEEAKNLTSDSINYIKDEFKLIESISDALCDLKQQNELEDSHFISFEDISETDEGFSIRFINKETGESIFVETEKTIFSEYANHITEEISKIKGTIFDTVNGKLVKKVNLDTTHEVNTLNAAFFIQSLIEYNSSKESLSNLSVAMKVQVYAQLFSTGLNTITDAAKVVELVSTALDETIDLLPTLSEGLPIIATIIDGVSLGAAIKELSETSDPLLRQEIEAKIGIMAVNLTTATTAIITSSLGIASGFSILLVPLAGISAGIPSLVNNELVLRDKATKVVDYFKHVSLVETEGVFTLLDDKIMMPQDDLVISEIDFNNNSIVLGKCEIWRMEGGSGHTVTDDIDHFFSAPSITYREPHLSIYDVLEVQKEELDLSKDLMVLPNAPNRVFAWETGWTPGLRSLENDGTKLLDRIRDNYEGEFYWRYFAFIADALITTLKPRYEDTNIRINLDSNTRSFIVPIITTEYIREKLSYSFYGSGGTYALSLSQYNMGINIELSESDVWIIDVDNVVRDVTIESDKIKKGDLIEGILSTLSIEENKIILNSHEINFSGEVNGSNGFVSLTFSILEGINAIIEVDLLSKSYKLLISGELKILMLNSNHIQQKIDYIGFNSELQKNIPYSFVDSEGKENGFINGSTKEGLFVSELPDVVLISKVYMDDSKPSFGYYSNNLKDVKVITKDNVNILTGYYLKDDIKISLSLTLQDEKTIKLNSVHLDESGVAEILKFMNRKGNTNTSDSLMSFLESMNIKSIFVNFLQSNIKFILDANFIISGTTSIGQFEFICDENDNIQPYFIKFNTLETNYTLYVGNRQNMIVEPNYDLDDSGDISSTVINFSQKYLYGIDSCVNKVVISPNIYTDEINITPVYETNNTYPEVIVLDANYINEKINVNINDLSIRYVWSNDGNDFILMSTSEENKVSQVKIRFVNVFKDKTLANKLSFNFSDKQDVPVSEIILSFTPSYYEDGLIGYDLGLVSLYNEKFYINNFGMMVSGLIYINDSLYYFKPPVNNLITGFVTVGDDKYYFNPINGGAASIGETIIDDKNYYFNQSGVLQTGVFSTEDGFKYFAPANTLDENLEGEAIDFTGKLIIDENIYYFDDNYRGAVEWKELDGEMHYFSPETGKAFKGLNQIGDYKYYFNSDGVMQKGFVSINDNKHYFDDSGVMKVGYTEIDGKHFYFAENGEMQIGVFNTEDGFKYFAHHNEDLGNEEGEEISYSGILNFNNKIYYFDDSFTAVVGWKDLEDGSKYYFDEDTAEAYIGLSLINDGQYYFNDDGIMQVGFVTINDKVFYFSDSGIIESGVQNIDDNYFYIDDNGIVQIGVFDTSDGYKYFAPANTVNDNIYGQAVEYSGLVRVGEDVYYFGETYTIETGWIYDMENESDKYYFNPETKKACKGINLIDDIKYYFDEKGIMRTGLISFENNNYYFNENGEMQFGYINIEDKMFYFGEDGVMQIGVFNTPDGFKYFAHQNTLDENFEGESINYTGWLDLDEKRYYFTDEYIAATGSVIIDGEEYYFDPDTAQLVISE
PfHsp40 yeast: compounds rescuing yeast from Plasmodium falciparum HSP40 toxicity | S. cerevisiae expressing PfHsp40, growth rescue, ATP luminescence | hit rate 0.68% among 340,000 | growth rescue, % at 12.5 µM; in the data active = growth rescue above about 28%, passing the limit was not always enough; inconclusive = no clear call, values can overlap the other calls;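 also: yeast W303a lacking pdr1 and pdr3 grown in galactose medium; growth measured after three days at 30 °C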
PrPC TRFRET: inhibitors of human cell surface prion protein PrPC; P04156; TR-FRET read-out; inhibition, % at 13.8 µM; hit rate 0.43% among 370,000; AID 720596; in the data active = inhibition above about 24%; also: 0% = median of the test wells and 100% = reference compound wells
* hit, by the source's call; ? = inconclusive; . = no result given; & = joins results of further samples. Rule as the data show it, unless noted: active = inhibition above about 30%; inconclusive = no clear call, values can overlap the other calls; inactive = below that. The order is random; overall some 2.3% were active at least once.

SMILES	Y pestis TopoI	BoNT-A LC inh2	CCHFV vOTU inh	Anthrax LF inh2	BoNT-F LC inh	FadD28 binding	TcdB GH inh	PfHsp40 yeast	PrPC TRFRET
Cn1ccnc1C(=O)c1ccc(NN)c([N+](=O)[O-])c1	3	-0.3	-1	-3	-5	-1.1	-5.0	0.5	-26
COc1ccc([N+](=O)[O-])cc1NC(=O)Nc1ccc(OC)c(OC)c1	0	-0.6	12	0	0	1.4	1.2	-0.2	-18
CC(C)[C@H](N)c1cn([C@@H](CO)C(=O)N2CCNCC2)nn1	3	-1.9	4	-8	-28	-4.9	0.6	-1.8	2
NCC(=O)NNC(=O)OCC1c2ccccc2-c2ccccc21	-13	-2.2	-5	8	-1	-2.1	-2.4	-0.1	4
O=C(COC(=O)c1c(Cl)cccc1Cl)Nc1ccccc1Br	17	0.0	-12	-4	-3	-2.8	1.7	5.6	-2
CCc1nccn1S(=O)(=O)c1ccc(Br)cc1Br	-4	-0.1	2	2	0	0.0	.	0.6	2
CCOc1ccccc1Nc1nc2ccccc2[nH]1	-1	-4.1	-4	-6	-33	-0.6	.	-0.4	3
CCN(CC)CCn1c(NCc2ccc(OC)cc2)nc2ccccc21	7	1.3	1	1	15	0.6	.	-2.0	8
COc1ccc(NC(=O)c2c(C)nn(Cc3ccccc3Cl)c2Cl)cc1Cl	-2	-0.1	-11	0	3	-3.1	0.9	-1.1	-1
COc1cc(C(=O)N2CCCCC2c2cc(C(=O)Nc3ccccc3Cl)no2)cc(OC)c1C (stereo not given)	9	-0.1	-4	-4	0	-1.4	0.3	.	-3
COc1ccc(OC)c(NC(=O)CCc2nnc3ccc(NCc4ccco4)nn23)c1	-1	0.3	20	-2	-6	-2.4	-1.0	-1.1	-7
CN(CC(=O)NCc1cccnc1)S(=O)(=O)c1ccc2c(c1)c(=O)n(C)c(=O)n2C	0	-0.2	4	-4	3	-1.0	-1.3	-0.7	-7
COc1ccc(N2CCN(C(=O)c3cc4ccccc4o3)CC2)cc1	3	-2.3	1	0	3	.	0.7	-0.9	-3
CN(C)S(=O)(=O)c1cc(C(=O)NCC2CCCO2)c(Cl)cc1Cl (stereo not given)	-1	0.5	7	-5	6	-3.0	.	-1.6	4
CN(c1ccccc1)S(=O)(=O)c1cccc(NC(=O)CC(C)(C)C)c1	-3	-0.1	9	-1	-6	0.2	1.1	-1.1	15
O=C1c2c(O)cccc2Cc2cccc(O)c21	-24	1.6	-1	-1	12	-4.1	1.3	0.6	-4
CCCNc1nc(NCC)nc(OC)n1	-2	0.2	14	-2	-5	-2.6	.	-2.0	-6
Cn1c(CNC(=O)c2ccco2)nnc1SCC(=O)N1CCN(c2ccccc2F)CC1	0	0.6	12	2	-4	.	-0.8	-0.3	4
COc1cccc(CNC2CN3CCC2CC3)c1OC (stereo not given)	-8	-1.5	-11	-2	-28	-1.7	.	-0.5	3
Cn1nc(C(F)(F)F)c(C(=O)Nc2ccc(F)cc2)c1Cl	-3	0.4	-17	10	2	-1.6	-0.1	-0.8	1
O=C1CS/C(=C\[N+](=O)[O-])N1c1ccccc1	-2	.	11	.	.	-1.3	.	1.8	-9
Cc1ccc(NC(=O)CN2C(=O)NC(Cc3ccccc3)C2=O)cc1 (stereo not given)	-1	-0.4	0	0	-31	-4.1	.	-1.4	-4
C[C@H]1CN([C@@H](C)CO)C(=O)c2cc(C3=CCCCC3)cnc2O[C@@H]1CN(C)C(=O)Cc1ccccc1	50	-0.4	3	-5	-10	-1.0	-0.9&0.2&0.0	.	-10
Cc1ccc(C(=O)Nc2nnc(SCC(=O)N3CCCc4ccccc43)s2)cc1	29	-0.3	-13	-1	1	-0.9	-1.4	5.3	5
Cc1cccc(C)c1NC(=S)NC(=O)c1ccccc1F	3	-0.6	-2	0	-3	-7.4	.	-0.2	2
Carrying on.
SMILES	Y pestis TopoI	BoNT-A LC inh2	CCHFV vOTU inh	Anthrax LF inh2	BoNT-F LC inh	FadD28 binding	TcdB GH inh	PfHsp40 yeast	PrPC TRFRET
O=C(CSc1ccc(-c2ccccn2)nn1)Nc1ccc(F)c(F)c1	3	-2.2	-2	-4	-10	0.3	1.5	-0.7	1
Cc1cc2nc(-c3cccc(Cl)c3)c(Cc3ccccc3)n2c(C)c1Br	.	1.0	.	-1	-6	-9.4	.	.	.
COc1ccc(-n2c(N)c(C(=O)Nc3c(C)n(C)n(-c4ccccc4)c3=O)c3nc4ccccc4nc32)cc1	9	-2.8	-1	0	?	-0.7	-0.3	-0.2	4
COc1ccc(Cl)cc1C(=O)NNC(=S)NC1CCCCC1	3	-0.6	9	-4	-4	-1.9	-0.4	.	12
Cc1cc(-c2ccccc2)nc(N2CCC(C(=O)NC(C)C)CC2)n1	5	-1.7	-10	-4	-5	0.9	.	0.5	-3
COCC(=O)Nc1cc(OC)cc(OC)c1	-6	-0.4	6	0	1	0.8	.	-1.0	-1
Brc1ccc(-c2nnc3c4ccccc4nc(N4CCOCC4)n23)cc1	36	?	-6	?	14	-1.8	.	-1.2	-6
CCNC(=S)N/N=C/c1cc(Br)cc(Br)c1OC	19	-0.5	-2	-5	-2	-0.5	.	1.5	6
O=C(/C=C/c1ccc([N+](=O)[O-])cc1)Nc1ncc([N+](=O)[O-])s1	-12	0.6	-2	3	-6	2.2	1.5	0.0	-2
C=C(C)Cn1c(Sc2nnc(C)s2)nc2c1c(=O)[nH]c(=O)n2C	5	0.7	-12	2	-7	-2.9	.	1.1	-3
CCC(C)SCc1nc2ccccc2[nH]1 (stereo not given)	-3	-0.7	10	-3	-23	-3.2	.	0.0	5
CCCn1c(SCC(=O)Nc2cccc(S(=O)(=O)N(C)C)c2)nc2ccccc2c1=O	16	0.5	6	-6	1	-1.3	1.6	1.2	-3
CCOC(=O)CN1C(=O)C(O)=C(C(C)=O)C1c1ccc(F)cc1 (stereo not given)	-2	-0.4	12	1	4	-1.9	.	-1.6	10
COc1ccc(C(C)=O)cc1CC(C(=O)c1ccc(C)cc1)N(C)C (stereo not given)	0	0.6	-9	0	-2	-1.2	1.1	-1.4	-2
O=C(N[C@@H]1CCC(=O)N(CC[C@H](Sc2ccc(Br)cc2)c2ccccc2)CC1)OCc1ccccc1	-3	-0.2	-2	0	3	-1.7	-0.3	1.8	0
CCOC(=O)c1cc2c(ccn2C)n1CC(=O)N(C)C	4	-0.9	10	6	-1	-2.6	5.2	-0.2	0
Cc1ccc(S(=O)(=O)NNC(=O)c2csnn2)cc1	-2	0.0	-8	-1	-5	-2.7	0.1	0.6	-1
CN(C)CCn1c(COc2ccccc2)nc2ccccc21	-12	-0.5	-4	-5	5	-2.0	-0.5	0.4	0
O=C1/C(=C\c2ccc(Br)o2)SC(=Nc2ccccc2)N1c1ccccc1	-2	1.4	-11	-3	-3	-3.7	.	1.4	-3
O=C(Nc1csc([N+](=O)[O-])c1)Nc1c(Cl)cccc1Cl	-2	-3.1	2	-8	-30	-1.7	1.4	7.6	-16
Cn1c(CSCc2ccccc2Cl)n[nH]c1=S	8	0.9	-15	-1	1	-1.6	-0.4	-0.9	-1
Cn1c(=O)c2c(nc(N3CCCCC3)n2CCCNC2=NCCCC2)n(C)c1=O	1	0.0	-1	0	5	1.1	.	-0.4	6
CC(=O)OCC(=O)Nc1ccc(C(C)=O)cc1	16	0.0	-2	-2	-4	-2.1	.	-0.8	-5
O=C(COC(=O)Cc1ccc(S(=O)(=O)N2CCOCC2)s1)Nc1ccccc1	-8	-0.2	-5	-5	-9	-1.6	-0.7	0.4	9
CC12CCC(O)CC1CCC1C2CCC2(C)C(C(=O)CC(O)C(F)(F)F)CCC12 (stereo not given)	-3	0.3	18	3	6	1.6	0.0	-2.8	-2

Reprinted at random: four entries already listed.
SMILES	Y pestis TopoI	BoNT-A LC inh2	CCHFV vOTU inh	Anthrax LF inh2	BoNT-F LC inh	FadD28 binding	TcdB GH inh	PfHsp40 yeast	PrPC TRFRET
COc1ccc([N+](=O)[O-])cc1NC(=O)Nc1ccc(OC)c(OC)c1	0	-0.6	12	0	0	1.4	1.2	-0.2	-18
COc1cccc(CNC2CN3CCC2CC3)c1OC (stereo not given)	-8	-1.5	-11	-2	-28	-1.7	.	-0.5	3
COc1ccc(C(C)=O)cc1CC(C(=O)c1ccc(C)cc1)N(C)C (stereo not given)	0	0.6	-9	0	-2	-1.2	1.1	-1.4	-2
Cc1cc2nc(-c3cccc(Cl)c3)c(Cc3ccccc3)n2c(C)c1Br	.	1.0	.	-1	-6	-9.4	.	.	.

Next section
SMILES	Y pestis TopoI	BoNT-A LC inh2	CCHFV vOTU inh	Anthrax LF inh2	BoNT-F LC inh	FadD28 binding	TcdB GH inh	PfHsp40 yeast	PrPC TRFRET
CCCCn1c(N)c(N(CCOC)C(=O)c2ccc(N3C(=O)CCC3=O)cc2)c(=O)[nH]c1=O	-8	-1.1	-2	-4	-6	-1.9	-1.9	0.8	6
COC(=O)c1c(C(=O)OC)c(-c2ccc(F)cc2)n2c1CS(=O)(=O)C2	7	-4.4	-9	-10	2	0.6	1.4	0.5	-2
COc1ccc(-c2cc(C(F)(F)F)nc(SCC(=O)Nc3cc(C)on3)n2)cc1OC	-3	-0.4	-7	-3	2	-0.4	.	-1.4	-6
CCOc1ccc(OCCC(=O)OCC(=O)NNC(=O)c2ccccc2)cc1	1	?	11	?	?	-2.1	0.6	1.0	1
CC(C)c1ccc(N=C(N)N=C(N)N)cc1	4	-0.8	-3	-1	-5	-0.3	3.8	-0.3	-2
O=C(CN1CCCC1)Nc1cc(C(F)(F)F)cc(C(F)(F)F)c1	-1	?	-5	-10	?	0.5	-0.6	-0.6	-1
CC1CCN(S(=O)(=O)c2ccc(NC(=O)CCNC(=O)c3ccc(Cl)cc3)cc2)CC1	2	-3.5	-1	-2	-7	0.2	0.5	1.0	-4
Cc1ccc(NC(=O)COC(=O)CCC(=O)c2cccs2)c(Br)c1	27	-0.5	1	-15	-11	-1.7	-0.1	-0.2	10
CCOC(=O)NC(C)N1C(=O)C2C3C=CC(C3)C2C1=O (stereo not given)	1	1.2	-2	0	0	-0.9	1.4	0.2	-4
O=C1/C(=C\c2cc(Cl)c(O)c(Cl)c2)SC(=S)N1Cc1ccccc1	1	-12	-3	18	-8	1.9	1.6	-0.7	0
Cc1ccc(NC(=O)CSCC(=O)O)c(C)c1	-4	-1.6	13	2	-12	-1.1	.	-1.5	-6
COc1ccc(C(=O)NCC(=O)OCC(=O)c2ccc(Cl)cc2)cc1OC	3	-1.2	5	-1	-6	-1.5	0.7	-0.2	-1
CC(C)c1cc(C(=O)Nc2cccc(Cl)c2)no1	-3	14	1	-12	14	-2.4	.	1.3	3
CN1CCC(OC(=O)c2ccccc2)CC1	-10	1.6	3	-8	11	0.1	-0.6	-1.4	-3
Cc1ccc(C(=O)N/N=C/c2ccc(S(=O)(=O)O)o2)c(Cl)c1	2	1.3	4	1	?	-2.4	.	-0.7	-10
O=C(C1COc2ccccc2O1)N1CCCC1 (stereo not given)	5	?	1	-1	-4	-5.4	.	-0.3	4
FC(F)(F)c1ccccc1-n1c(-c2cnccn2)n[nH]c1=S	-11	?	1	-2	?	-0.8	0.1	-0.7	-1
O=C1CSC(=S)N1/N=C/c1ccc(C(F)(F)F)cc1	-2	0.9	11	-11	-3	-2.4	-0.9	-2.2	6
COCCN(C(=O)COC(=O)c1ccc2[nH]c(C)c(C)c2c1)c1c(N)n(Cc2ccccc2)c(=O)[nH]c1=O	4	2.0	10	-2	1	1.3	-1.2	-0.9	3
CC(=O)c1cccc(NC(=O)CNC(=O)Cc2ccccc2)c1	8	-1.4	6	-2	-21	-2.5	2.1	-0.2	4
O=C(COC(=O)CCc1nc2ccccc2c(=O)[nH]1)Nc1ccc(Cl)cn1	1	0.4	-1	-6	-4	-2.8	0.5	-1.1	7
CCN(CC)CCCNC(=O)c1ccc2c3n(nc2c1)-c1ccc(Cl)cc1CO3	-13	-0.1	9	-5	-5	-4.2	0.6	0.1	-29
CCC1=C(OC(=O)N(CC)CC)N2C(=O)OC(=NCC3CC3)[C@]2(C)[C@H]2C1=CC[C@H]1C(=O)N(CC(=O)OC)C(=O)[C@H]12	7	-0.4	-8	0	-5	1.3	-0.8	-1.3	-4
CCOC(=O)N1C(=O)C[C@](Sc2ccc(C)cc2)(C(=O)OC)[C@H]1c1ccccc1	.	-0.5	11	-4	-6	.	1.0	.	-3
O=S(=O)(Cc1ccc(Cl)cc1)NCC1CCCO1 (stereo not given)	1	-0.6	2	-6	-10	1.0	.	1.0	2
